# proCasp3 act – procaspase-3 (human) activation. recombinant procaspase-3 D3A, Ac-DEVD-pNA absorbance 405 nm. activation, % at 8.5 µM. 0.11% of 330,000 active. AID 463141;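 active = activation above the mean of all tested compounds plus 3 SD, cut at about 21% in these data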;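 note: 0% = DMSO alone and 100% = DMSO wells spiked with extra 5 µM PC-3 D3A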
# Target sequence (P42574 whole entry D9A/D28A/D175A): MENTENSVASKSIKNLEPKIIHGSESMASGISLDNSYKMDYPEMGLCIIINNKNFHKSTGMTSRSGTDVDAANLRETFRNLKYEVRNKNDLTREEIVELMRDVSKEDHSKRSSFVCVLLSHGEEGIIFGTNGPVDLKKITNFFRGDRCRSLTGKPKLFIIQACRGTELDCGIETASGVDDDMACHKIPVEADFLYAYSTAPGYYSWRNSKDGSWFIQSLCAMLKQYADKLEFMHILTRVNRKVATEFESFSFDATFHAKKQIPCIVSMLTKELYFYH
#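 Evaluation: percent activation relative to control range; Material: Procaspase-3 D3A mutant, all three cleavage aspartates alanine; Compound: single dose, 8.5 µM nominal compound, 0.8% DMSO; Replication: one well per compound; Signal: absorbance at 405 nm, 0 and 120 min; Schedule: 1 h preincubation plus 2 h reaction at 25 °C.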
# MEP2-GFP yeast – yeast TOR pathway MEP2-GFP modulation; AID 2016; S. cerevisiae MEP2-GFP strain, flow cytometry GFP, 3 h; 100% = DMSO control level; GFP response vs DMSO, % at 10 µM; 0.51% of 330,000 active;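 active = GFP response versus DMSO above a set limit, roughly screen mean plus 3 SD, cut at about 180% in these data; inconclusive = fewer than 70 cells counted for a yeast strain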;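 note: median GFP fluorescence of the barcode-gated MEP2-GFP cells per well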
# proCasp7 act – activates human procaspase-7, counter-screen for procaspase-3 activators | P55210 | recombinant procaspase-7, Ac-DEVD-pNA absorbance 405 nm; D23A/D198A/D206A triple mutant, cannot self-cleave; scale: DMSO 0, 5 µM enzyme 100 | activation, % at 8.5 µM | 0.093% of 330,000 active | AID 463210;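 active = percent activation above the screen-wide mean plus 3 SD, cut at about 25% in these data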
# Target sequence (P55210 whole entry D23A/D198A/D206A): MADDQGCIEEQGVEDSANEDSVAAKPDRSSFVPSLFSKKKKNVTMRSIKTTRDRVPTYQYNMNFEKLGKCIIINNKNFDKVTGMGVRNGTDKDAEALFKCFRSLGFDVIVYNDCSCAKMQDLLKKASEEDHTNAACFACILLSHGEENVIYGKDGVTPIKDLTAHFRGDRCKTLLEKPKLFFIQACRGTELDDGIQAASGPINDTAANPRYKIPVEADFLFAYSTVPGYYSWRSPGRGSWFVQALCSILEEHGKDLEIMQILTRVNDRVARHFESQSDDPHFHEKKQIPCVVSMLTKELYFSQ
#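 signal = Epi-absorbance of released pNA at 405 nm, two timepoints | assay system = Uncleavable procaspase-7 mutant enzyme | reagent = Ac-DEVD-pNA substrate, 400 µM as added | times = 1 h enzyme–compound preincubation and 2 h substrate reaction, both 25 °C | benchmarks = low DMSO alone, high DMSO plus 5 µM PC-7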
# CIT2-GFP yeast – yeast TOR pathway CIT2-GFP modulation; 0.065% of 320,000 active; AID 2029; S. cerevisiae CIT2-GFP strain, flow cytometry, 3 h; 100 means same as DMSO wells; GFP response vs DMSO, % at 10 µM;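 active = GFP response relative to DMSO above a set limit, near the screen mean plus 3 SD, cut at about 150% in these data; inconclusive = Fewer than 70 cells measured for a yeast strain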;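 note: ratio of well median GFP fluorescence to mean of DMSO wells on the plate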
# AGP1 TOR yeast – alters AGP1-GFP fluorescence in TOR pathway yeast screen; GFP response vs DMSO, % at 10 µM; 0.02% of 320,000 active; S. cerevisiae AGP1-GFP multiplex flow cytometry, 3 h; GFP as percent of DMSO wells;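 active = GFP response relative to DMSO above a set limit, near screen average plus 3 SD, cut at about 150% in these data; inconclusive = fewer than 70 cells counted for the yeast strain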;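 note: median GFP channel fluorescence of the gated AGP1 strain per well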
# AHR act – human AHR activation | 2.5% of 320,000 active | P35869 | AID 2796 | AHR-responsive luciferase reporter cells, luminescence | activation, % at 5 µM; in the data active = activation above about 47%;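 note: 0% = vehicle wells and 100% = reference agonist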
# RPL19A-GFP yeast – modulators of TOR pathway RPL19A-GFP in S. cerevisiae; percent response vs DMSO, % at 10 µM; S. cerevisiae RPL19A-GFP strain, flow cytometry, 3 h; active compounds read low; 0.3% of 330,000 active;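 active = percent response vs DMSO below 50%; inconclusive = fewer than 70 events counted for the yeast strain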;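 note: median channel GFP fluorescence of the barcoded RPL19A-GFP strain; ratio of sample median GFP to plate DMSO average so 100% = DMSO; lower means less RPL19A-GFP as with rapamycin TOR inhibition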
# LAP4-GFP MLPCN – modulators of TOR pathway LAP4-GFP in S. cerevisiae. S. cerevisiae LAP4-GFP multiplex, flow cytometry GFP, 3 h; median GFP as percent of DMSO wells. GFP response vs DMSO, % at 10 µM. 0.34% of 320,000 active;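 active = GFP response vs DMSO above a set limit, about the screen mean plus 3 SD, cut at about 150% in these data; inconclusive = under 70 cell events counted for the yeast strain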
# The depositor's hits bear a star; ? = inconclusive; . = not tested or not shown; [ ] = remark or other dose.
SMILES,proCasp3 act,MEP2-GFP yeast,proCasp7 act,CIT2-GFP yeast,AGP1 TOR yeast,AHR act,RPL19A-GFP yeast,LAP4-GFP MLPCN
CCCn1c(CN(C)Cc2ccccc2)nc2c1c(=O)n(C)c(=O)n2C,0,107,-12,108,107,10,105,97
Cc1noc(C)c1COc1ccc(C(=O)OCC(=O)c2ccc3c(c2)OCCO3)cc1,4,102,0,103,104,2,100,93
CCN(CC)c1ccc2c(Cl)cc(=O)oc2c1,-20,115[may fluoresce violet],-14,?,18[may fluoresce violet],7,63[may fluoresce violet],106[may fluoresce violet]
CCCCNC(=O)C1CCCN(S(=O)(=O)c2ccc(-n3cnnn3)cc2)C1 (stereo unspecified),3,106,-5,100,102,2,98,99
CC(=O)N1CCc2cc(S(=O)(=O)NCCC(=O)NC3CCCc4ccccc43)ccc21 (stereo unspecified),1,102,-1,97,100,10,101,101
Cc1ccccc1-c1nc2cc(Cl)ccc2c(=O)o1,8,105,16,102,98,1,100,106
COC(=O)c1ccc(CSc2nnc3nc(C)cc(C)n23)cc1,-4,103,2,96,103,1,100,98
O=C(Nn1c(-c2ccncc2)nc2ccccc2c1=O)c1ccccc1Br,-1,100,5,102,97,-1,98,94
COc1cc(CC(=O)NCC(C)(C)N2CCOCC2)cc(OC)c1OC,-4,109,0,111,107,0,107,101
Cc1ccc2c(c1)-c1ncc(C(=O)c3cc(Br)ccc3O)cc1CO2,-8,96,2,88,89,0,85,88
Cc1cc(C(=O)OCC(=O)N2CC(C)OC(C)C2)c(C)n1-c1ccccc1 (stereo unspecified),4,110,-8,98,102,3,99,113
O=C(Nc1ccccc1)c1ccc2c(c1)CCN2S(=O)(=O)c1ccccc1,0,103,-16,103,97,1,100,106
COc1ccc2cc(CN(Cc3cccnc3)Cc3nnnn3Cc3ccccc3)c(=O)[nH]c2c1,-10,101,-37,109,109,6,101,99
CNC(=O)c1ccc(-c2ccc(Cl)c(Cl)c2)s1,8,86,0,91,91,-10,103,103
CC(O)CCc1nc2ccc(C(=O)O)cc2[nH]1 (stereo unspecified),0,74,2,90,.,1,91,73
CCCCOC(=O)C1=C(C)NC(=O)NC1c1ccc([N+](=O)[O-])s1 (stereo unspecified),-12,97,-18,97,100,29,102,93
CCOc1cc(C2C(C(=O)OC)=CN(C3CCCC3)C=C2C(=O)OC)cc(Br)c1O,-3,107,4,106,116,2,112,106
Cc1c(Cl)cccc1NC(=O)C1Cc2ccccc2CN1C(=O)c1ccccc1 (stereo unspecified),2,102,2,102,100,4,103,94
O=C(Nc1ccc2oc(=O)ccc2c1)c1ccco1,5,106,8,103,105,-3,100,98
CCOC(=O)c1sc(C)c2c1NC1(CCCCC1)NC2=O,3,105,-3,105,105,1,100,109
CCOCCn1c(CN2CCN(c3ccc(OC)cc3)CC2)nc2c1c(=O)n(C)c(=O)n2C,6,99,0,97,107,0,104,98
O=C(COC(=O)Cc1c(Cl)cccc1Cl)NCc1ccco1,16,95,8,93,95,0,94,98
Cc1ccc(-c2nnc(OCCN3CCOCC3)c3ccccc23)cc1,-5,79,5,95,.,-1,95,82
O=C(Nc1cc(S(=O)(=O)N2CCOCC2)ccc1N1CCOCC1)c1ccc(Cl)nc1,-5,105,-2,103,106,1,98,107
O=C1c2ccccc2NC(c2ccc(Cl)cc2Cl)N1Cc1ccccc1 (stereo unspecified),-3,112,-3,108,103,1,106,110

# Only CIT2-GFP yeast (five entries from above):
mol | CIT2-GFP yeast
O=C1c2ccccc2NC(c2ccc(Cl)cc2Cl)N1Cc1ccccc1 (stereo unspecified) | 108
COc1ccc2cc(CN(Cc3cccnc3)Cc3nnnn3Cc3ccccc3)c(=O)[nH]c2c1 | 109
Cc1noc(C)c1COc1ccc(C(=O)OCC(=O)c2ccc3c(c2)OCCO3)cc1 | 103
COC(=O)c1ccc(CSc2nnc3nc(C)cc(C)n23)cc1 | 96
CCCn1c(CN(C)Cc2ccccc2)nc2c1c(=O)n(C)c(=O)n2C | 108

# The list continues:
SMILES,proCasp3 act,MEP2-GFP yeast,proCasp7 act,CIT2-GFP yeast,AGP1 TOR yeast,AHR act,RPL19A-GFP yeast,LAP4-GFP MLPCN
Cc1cccc(OCCNc2ccc(C(F)(F)F)cc2[N+](=O)[O-])c1,-8,97,2,94,105,20,99,115
O=C(O)CCn1c(SCCc2ccccc2)nc2ccccc21,6,128,2,112,125,0,105,130
Clc1cccc(-c2nnc(-c3ccno3)o2)c1,-12,96,-10,100,94,-1,98,102
Cc1ccc(S(=O)(=O)NC2CCCC2)cc1C,7,98,-3,98,104,-1,98,101
CCOc1ccc(Nc2nc(N)nc(CN3CCN(c4ccccc4F)CC3)n2)cc1,-5,102,-1,104,102,8,101,90
Cc1ccc(NC(=O)COC(=O)c2ccc(F)cc2Cl)c(Br)c1,5,98,5,90,98,-1,100,107
O=C(NCc1ccc2c(c1)OCO2)Oc1ccccc1,10,100,17,100,95,0,100,105
Cc1ccc(NC(=O)CCSc2nnc(C)s2)cc1,-2,106,15,89,104,32,102,106
Cc1nn(C)c(C)c1CNC(=O)Nc1ccc2c(c1)OCO2,0,102,2,111,99,37,112,104
COC(=O)C(=O)/C=C(\O)c1ccc(C)cc1,-4,81,-13,103,98,0,109,89
O=C1C2C3C=CC([C@@H]2C(=O)N1C1CC1)[C@H]1C(=O)N(C2CC2)C(=O)C31 (stereo partly specified),2,109,9,105,99,-1,98,102
CCN(CC)S(=O)(=O)c1cc(C(=O)Nc2cc(C)on2)c(Cl)cc1Cl,-5,105,5,102,101,4,100,98
O=C(Nc1ccc(Br)cc1)c1cc(-c2cccs2)on1,3,104,8,100,100,-7,95,97
CCn1nc(C(=O)OCC(=O)Nc2ncc(Cl)c(C)c2Cl)c2ccccc2c1=O,1,105,9,106,102,1,103,104
Cc1nc(CN(C)C(=O)c2ccccc2OC2CCN(S(C)(=O)=O)CC2)cs1,-2,105,10,91,104,-1,103,96
O=C(C[n+]1ccccc1)Nc1ccc(Oc2ccccc2)cc1,5,99,5,86,107,-2,100,97
O=C(O)c1cc(-c2cccnc2)nc2ccc(Br)cc12,7,91,6,95,97,0,94,98
CCCSC1=C(C#N)C(c2ccc(Cl)cc2Cl)CC(=O)N1 (stereo unspecified),-10,110,-8,103,105,0,101,101
CSc1ccccc1OCc1cc(C(=O)N2CCSCC2)no1,2,107,8,93,97,2,103,106
CC(C)(C)NC(=O)CN(C(=O)CS(=O)CC(=O)Nc1ccc(F)cc1)c1ccc(F)c(Cl)c1 (stereo unspecified),-5,117,3,100,89,0,94,104
CCn1c(SCC(=O)c2ccc(C)cc2)nnc1-c1ccncc1,6,108,5,101,102,2,102,103
CCOC(=O)c1ccccc1NC(=O)c1ccc2nccnc2c1,0,103,7,95,95,-1,98,107
COc1cccc(NC(=S)N2C3CCCC2CC(NC(=O)C2CC2)C3)c1 (stereo unspecified),-9,98,-12,98,100,2,99,98
COc1ccccc1NC(=O)/C=C\C(=O)O,-2,100,-5,101,104,2,104,89
O=C(CCCN1C(=O)/C(=C\c2cccs2)SC1=S)Nc1cccnc1,-3,110,5,97,106,1,104,100

# Arranged by value in RPL19A-GFP yeast (highest first): 3 of the compounds above
Molecule	RPL19A-GFP yeast
Cc1nn(C)c(C)c1CNC(=O)Nc1ccc2c(c1)OCO2	112
O=C(O)CCn1c(SCCc2ccccc2)nc2ccccc21	105
Cc1nc(CN(C)C(=O)c2ccccc2OC2CCN(S(C)(=O)=O)CC2)cs1	103

# Carrying on.
SMILES,proCasp3 act,MEP2-GFP yeast,proCasp7 act,CIT2-GFP yeast,AGP1 TOR yeast,AHR act,RPL19A-GFP yeast,LAP4-GFP MLPCN
COc1ccc(N(C(=O)CNC(=O)c2ccco2)C(C(=O)NCC2CCCO2)c2ccccc2)cc1 (stereo unspecified),1,87,5,103,105,0,103,99
COc1cc(-c2ncc3ccccn23)cc(OC)c1OC,-4,109,8,106,106,5,101,105
O=C(O)c1ccc(NC(=O)c2ccccc2NC(=O)c2ccccc2Cl)cc1,-12,101,10,100,104,0,102,103
CCC(Sc1nc2ncccc2[nH]1)C(=O)N1CCOCC1 (stereo unspecified),-7,100,10,93,95,4,93,108
CC(=O)N(c1ccc(C(C)C)cc1)C1C=CS(=O)(=O)C1 (stereo unspecified),3,97,-3,88,91,5,99,92
Cc1ccc(C(=O)OCC(=O)NCCc2ccc(S(N)(=O)=O)cc2)o1,0,103,-11,113,101,0,103,94
COc1ccc(CSc2nnc(C)n2N)cc1Br,1,117,-2,114,107,3,105,112
Cc1cccc2cc(CN(CCN3CCOCC3)C(=O)Nc3ccccc3F)c(=O)[nH]c12,-4,144,17,81,106,10,108,118
O=C(COC(=O)c1cc(Br)ccc1O)NC1CCCCCC1,-1,96,3,102,106,-1,96,102
CCOC(=O)CNc1nc2ccccc2n2c(C)nnc12,-6,104,-8,100,102,7,105,102
CCCCc1cc(=O)oc2c(CN3CCCC3)c(O)ccc12,1,98,5,103,104,3,104,97
Cc1ccc(S(=O)(=O)CCC(=O)N2CCc3ccccc32)cc1,-7,157,7,107,32,10,87,105
Cc1ccc(NC(=O)C(C)c2ccc(-c3ccccc3)c(F)c2)cc1 (stereo unspecified),0,104,6,99,103,2,101,99
CCOc1ccc(S(=O)(=O)NCCC(=O)NCC(c2cccs2)N(C)C)cc1 (stereo unspecified),4,105,11,107,105,8,104,107
Cc1c(NC(=O)c2ccc3c4c(cccc24)CC3)c(=O)n(-c2ccccc2)n1C,-6,101,-5,97,94,3,97,98
COc1cc(NC(=O)c2ccco2)c(OC)cc1NC(=O)CCC(=O)Nc1cc(C)cc(C)c1,4,95,8,89,85,9,83,85
C[N+](C)(CCCCCC[N+](C)(C)CCCN1C(=O)c2cccc3cccc(c23)C1=O)CCCN1C(=O)c2cccc3cccc(c23)C1=O,-1,95,-7,75,80,4,98,97
O=C(CS(=O)(=O)c1ccccc1)Nc1ccc(N2CCOCC2)cc1,-11,100,7,104,100,4,102,98
O=C(COC(=O)C1=COCCO1)Nc1ccc(Cl)cn1,7,105,1,107,100,45,97,101
C=CCSc1nnc(C)c(/C=C/Nc2ccc(Cl)cc2)n1,8,102,-2,93,97,13,99,103
Cc1cccc(NC(=O)c2ccc(CN3CCc4ccccc4C3)cc2)c1C,2,108,-1,114,102,2,105,102
CCC(CC)c1nnc(NC(=O)C2CC(=O)N(C3CCCC3)C2)s1 (stereo unspecified),-6,103,-302,96,102,-1,106,98
CSc1cccc(NC(=O)COc2cccc3ccccc23)c1,4,89,-5,99,97,8,98,100
Cc1ccc2c(CC(=O)NCC(=O)Nc3c(C)cccc3C)coc2c1,-3,103,10,95,102,4,103,100
Cc1ccc(/C=C2\SC(=S)N(CCC(=O)NCCCN3CCOCC3)C2=O)cc1,-2,109,0,99,105,-1,107,97
CNc1nc(N/N=C/c2ccc([N+](=O)[O-])cc2)nc(Nc2ccccc2)n1,-1,91,1,87,108,-5,84,119
CCOCC(=O)Nc1cc(Cl)c(OC)cc1OC,-1,93,3,96,96,-1,98,105
CC(C)CC(=O)c1c[nH]c(C(=O)NCCCN2CCOCC2)c1,6,101,2,105,101,-1,101,87
CCOc1ccc(S(=O)(=O)NCCc2cn3ccccc3n2)cc1,1,105,-2,105,101,-5,102,89
COc1ccc(C(=O)N(CN2CCCC2=O)c2ccc(C)cc2)cc1,-1,106,10,114,97,1,101,82
